Dynein transport = blocks dynein driven cargo transport along microtubules. 3617.4 mouse cells, GR-EGFP nuclear translocation imaging; test concentration mostly 20 µM; stimulated with dexamethasone, 1 µM; active compounds read low. z-score, hits read low. 220,000 compounds, 0.47% hits. AID 1381;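 active = plate z-score of nuclear minus cytoplasmic receptor signal below a set negative limit, without overly bright fluorescence or cell loss, cut at about -3.5 in these data, passing the limit was not always enough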;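 note: z-score of nuclear minus cytoplasmic ring GR-EGFP intensity difference per well; some compounds called inactive have numbers as strong as hits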
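Also added – dexamethasone, 1.0 µM final · Buffer or medium – tet-free, stripped-serum medium · Schedule – induction 48 h, compound 1 h, agonist 30 min · Detection – formaldehyde fixation, Hoechst nuclear stain, 10x automated fluorescence imaging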
Yfh1-off respiration = enhancers of respiration in Yfh1-depleted yeast, dose response, Friedreich's ataxia, plus single-dose screen (AID 1465) | S. cerevisiae Yfh1-off respiration, WST-1 reduction, 72 h; higher fold induction means a stronger effect | one-dose fold induction at 50 µM; EC50 in µM for titrated hits | 220,000 compounds, 0.074% hits;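 active = fold induction of absorbance versus untreated yeast above a set limit, then at least 30% activation at any dose in follow-up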;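 note: activators that raise dye reduction in frataxin-depleted yeast; strong numbers were not always called active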
human PMI inhibition = inhibitors of human PMI, primary screen, biochemical, fluorescence intensity, coupled assay (AID 1209); 190,000 compounds, 0.42% hits; purified PMI enzyme, coupled fluorescence intensity; higher % means a stronger effect; inhibition, % at 20 µM; hits with a dose series show IC50 in µM;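 note: plate controls were DMSO vehicle for no effect and wells lacking substrate for full effect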
Autophagy mod = autophagy modulation, high-content screen; calls only at 10 µM (by protocol); MEF GFP-LC3 puncta imaging; test concentration mostly 10 µM; 190,000 compounds, 0.98% hits;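 active = percentage of spot-positive cells more than 3 SD above its plate mean, without a fluorescence outlier flag or 80% toxicity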;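 note: spot-positive cell cutoff set from DMSO-treated cells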
MT stabilizer = microtubule stabilization, imaging screen; HeLa tubulin immunostaining HCS, 24 h; share of cells brighter than vehicle mean+2SD; % tubulin-high responders, % at 10 µM; 200,000 compounds, 0.83% hits; AID 2205;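 active = plate Z-score above 3 for both tubulin-high and condensed-nucleus cell shares, with cell loss under 80%, at 10 µM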;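 note: anti alpha tubulin signal scored within the nucleus-defined area of each cell; some results filed as inactive read as strong as hits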
WT yeast gro inh = growth inhibition of WT yeast, mitochondrial fusion screen; mitochondrial fusion phenotypic screen, WT strain; inhibition, % at 10 µM; 190,000 compounds, 2.1% hits; AID 1362; in the data active = inhibition above about 58%; tested in S. cerevisiae
PMI inhibition = human PMI inhibitors, high substrate, primary screen, biochemical, fluorescence intensity, high mannose 6-phosphate (AID 1220); recombinant PMI enzyme, coupled fluorescence intensity; higher % means a stronger effect; inhibition, % at 20 µM; hits with a dose series show IC50 in µM; 190,000 compounds, 0.66% hits
bCat nuc transl = alters nuclear translocation of beta-catenin in HeLa cells. immunofluorescence imaging. nuclear translocation activity, % at 5 µM. 190,000 compounds, 0.3% hits. AID 1665;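 active = nuclear translocation activity above 50% at 5 µM, with a well cell count of 50 or more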;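 note: per-cell ratio of nuclear to cytoplasmic median beta-catenin stain intensity; plate controls were DMSO negative control for no effect and GSK-3 inhibitor IX positive control for full effect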
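Assay system: human HeLa cells, native beta-catenin; doses: 5 µM primary, 0.02–20 µM confirmation; incubation: compound treatment 24 h, 37°C, 5% CO2; technique: fluorescence imaging of beta-catenin antibody stain plus DAPI; measure: % activation, nuclear-to-cytoplasmic median beta-catenin signal ratio per cell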
Ins promoter up = MIN6 insulin promoter up-regulation | MIN6 insulin promoter-GFP reporter, high-content imaging; active compounds read high | z-score at 5 µM | 190,000 compounds, 0.3% hits;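 active = z-score above 3 at 5 µM with at least 500 cells counted in the well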
WT yeast gro inh mutant strain = further read-out of WT yeast gro inh, marked with its call; inhibition, %; mitochondrial fusion phenotypic screen, mutant strain inhibition
Dynein transport cytoplasmic EGFP = also measured in Dynein transport; calls as there; z-score; measured here: cytoplasmic GR-EGFP intensity; active compounds read high
Dynein transport nuclear GR-EGFP = further read-out of Dynein transport, marked with its call; z-score; measured here: nuclear GR-EGFP intensity;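 lower value marks the stronger effect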
Dynein transport cell count = second read-out of Dynein transport, no call of its own (marks repeat the call); z-score; measured here: cell count per field
Ins promoter up cell count = recorded beside Ins promoter up, whose call it bears; cell count; measured here: cytotoxicity, nuclei count;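 total cells summed across four imaged fields per well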
bCat nuc transl cell count 5 µM = also measured in bCat nuc transl; calls as there; cell count; measured here: cell count, cytotoxicity flag
MT stabilizer Hoechst-high % = second read-out of MT stabilizer, no call of its own (marks repeat the call); % Hoechst-high responders; measured here: nuclear condensation Hoechst responders;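 share of cells brighter than vehicle mean plus two SD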
MT stabilizer cytotoxicity % = further read-out of MT stabilizer, marked with its call; toxicity, %; measured here: cytotoxicity by cell density;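 0% = mean cell density of plate MIN control wells and 100% = no cells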
Autophagy mod cell loss 18 h = second read-out of Autophagy mod, no call of its own (marks repeat the call); toxicity, %; measured here: cell loss, nuclei count;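 cell loss after 18 h compound exposure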
* hit, by the source's call; i = inactive; x = not tested or not shown. Cut-off read from the data, not from the text of the source, unless noted: active = inhibition above about 50%; inactive = the rest.

SMILES	Dynein transport	Dynein transport cytoplasmic EGFP	Dynein transport nuclear GR-EGFP	Dynein transport cell count	Yfh1-off respiration	human PMI inhibition	Autophagy mod	Autophagy mod cell loss 18 h	MT stabilizer	MT stabilizer Hoechst-high %	MT stabilizer cytotoxicity %	WT yeast gro inh	WT yeast gro inh mutant strain	PMI inhibition	bCat nuc transl	bCat nuc transl cell count 5 µM	Ins promoter up	Ins promoter up cell count
CCCCOc1ccc(-c2nc(SCC(N)=O)n[nH]2)cc1	0.84	-0.27	0.51	-0.43	i	3%	i	2	4.5	1.7	13	-7	3	0%	-2.7	1446	-0.22	1313
Cc1ccc(NC(=O)CSc2nnc(C)c(=O)n2N)cc1	-1.2	0.25	-0.43	0.38	i	-6%	i	-9	3.1	2.3	7.6	-33	4	5%	-1.2	1100	1.5	931
Nc1nonc1C(=O)NCCNCc1ccccc1OCc1ccc(F)cc1	-0.84	-0.0033	0.078	0.81	i	1%	i	-9	2.8	2.1	7.4	4	-15	-1%	-1.9	871	-1.5	756
CC1(C)CC(=O)C2=C(C1)OC(N)=C(C#N)C2c1cn(-c2ccccc2)nc1-c1ccccc1 (stereo unspecified)	-0.064	0.23	0.11	-0.49	i	24%	i	4	4.4	1.8	0.2	-14	-2	14%	-1.5	847	-0.54	1272
O=C1c2ccccc2C(=O)C1c1ccccn1	-0.49	-0.27	-0.29	-0.11	i	x	x	x	x	x	x	x	x	x	-2.2	1176	-0.14	1475
CSC1=NSC2=NC(=O)/C(=C\c3coc4ccccc4c3=O)C(=N)N12	-0.61	-0.32	-0.69	0.73	i	-30%	i	4	6.6	3.5	7.7	-13	1	-70%	-0.8	963	x	x
C=CCOc1ccc(/C=N/NC(=O)C(=O)Nc2ccccn2)cc1OC	0.92	-0.24	0.2	-0.61	i	13%	i	9	6.0	3.2	15	-5	-12	-3%	-0.8	982	-0.02	2218
N#CCCN(Cc1ccccc1)C(=O)Nc1ccc2c(c1)CCO2	2.1	-0.064	1.8	-2.6	i	x	x	x	x	x	x	x	x	x	-1.2	1338	0.36	1065
O=C(CSc1nc(-c2ccco2)cc(C(F)(F)F)n1)Nc1ccc2c(c1)OCO2	-0.72	-0.24	-0.64	-0.13	i	-4%	i	8	29*	14*	40*	-10	-12	-10%	2.7	1155	-0.13	1160
COc1ccc(C(=O)N/N=C2\CCS(=O)(=O)c3ccc(F)cc32)cc1OC	0.35	-0.27	1	-0.68	i	x	x	x	x	x	x	x	x	x	0.5	1321	0.11	1051
CCc1ccccc1-n1nnnc1-c1cnccc1C(F)(F)F	0.56	-0.21	0.066	0.075	i	x	x	x	x	x	x	x	x	x	2.0	1043	-0.35	1451
CN(C)C(=S)NCc1ccccc1	-0.34	-0.42	-0.014	-0.36	i	-1%	i	1	3.5	1.7	6.0	0	3	-1%	-1.4	1463	1.3	1427
Cc1ccc(NCc2nnc(SCC(=O)c3ccc4c(c3)OCCO4)o2)c(C)c1	2.4	-0.2	0.62	-1	i	-3%	i	-7	1.8	1.2	1.1	2	-21	-6%	-4.6	1250	0.43	1163
O=C(O)C1=C[C@H](c2cccs2)C[C@H](OCc2ccc(CO)cc2)O1	0.27	-0.74	0.2	-0.45	i	x	x	x	x	x	x	x	x	x	0.9	1195	-0.16	893
CCC1CCCCN1C(=O)CSc1nc(C)cc(C)n1 (stereo unspecified)	-0.35	-0.37	0.041	0.93	i	0%	i	-6	8.0	2.1	5.5	-6	12	-3%	-1.2	1083	-0.03	1288
CCc1ccc(CN(C)Cc2nc(Cc3cccc(C(F)(F)F)c3)no2)nc1	0.48	-0.13	0.27	-0.2	i	2%	i	-2	3.4	2.0	8.6	8	17	8%	-1.3	1131	0.21	1366
Cc1ccc(S(=O)(=O)Nc2cc(=O)[nH]c(SCc3ccccc3Cl)n2)cc1	-0.41	-0.14	-0.61	0.73	i	18%	i	3	2.3	2.9	5.2	-5	-17	6%	-0.7	982	x	x
CC(=O)N(CN1C(=O)C2C3C=CC(C3)C2C1=O)c1cccc(Cl)c1 (stereo unspecified)	0.64	-0.22	0.4	0.48	i	-14%	i	-1	1.9	2.5	8.8	-10	-21	-15%	-1.1	1113	1.5	1261
O=C(c1ccccc1)N1CCN(C(=O)c2ccc(OC(F)(F)F)cc2)CC1	2.5	-0.26	1.8	-0.88	i	-6%	i	-11	2.5	1.3	9.0	5	5	-6%	x	x	0.26	1019
O=C(COC(=O)c1ccccc1O)NCCCc1ccccc1	0.27	0.18	0.33	-0.45	i	-10%	i	10	2.1	2.4	4.0	-7	-4	-8%	0.8	1123	-0.04	1477
COc1ccccc1C(=O)N/C(=C/c1cccc([N+](=O)[O-])c1)C(=O)Nc1cccc(C(=O)O)c1	0.46	-0.3	0.26	-0.47	i	-30%	i	-5	1.8	1.7	0.2	4	-18	-26%	-2.7	1101	2.1	1109
COC(=O)C1CCN(C(=O)CSc2nnc(-c3ccncc3)o2)CC1	0.15	-0.23	0.00098	0.57	i	-2%	i	-8	4.2	2.4	6.4	10	-2	-5%	-0.1	1091	-0.01	1847
COc1nc(-c2ccccc2)cc(-c2ccc3c(c2)OCO3)c1C#N	0.079	-0.25	-0.047	0.057	i	x	x	x	x	x	x	x	x	x	-0.4	1017	0.04	940
O=C(CN(CCc1ccccc1)S(=O)(=O)c1ccc(Br)cc1)N/N=C/c1ccccc1C(=O)O	0.11	-0.19	-0.43	-0.26	i	-10%	i	-5	5.1	2.5	7.4	-5	-12	-8%	-1.7	962	0.53	1690
COC(=O)c1sccc1NC(=O)CN(C)NS(=O)(=O)c1ccc(Cl)cc1	-0.57	-0.14	-0.47	-1.5	i	8%	i	-25	2.6	1.7	5.3	-10	-17	10%	x	x	x	x
CCCOc1ccc(C(=O)CCC(=O)OCC(=O)Nc2ccc(OCC)cc2)cc1	0.32	-0.65	0.072	-0.47	i	x	x	x	x	x	x	x	x	x	-0.1	1415	-0.21	817
C[C@]12CC[C@@H]3c4ccc(O)cc4C(=O)C[C@H]3[C@@H]1CC[C@@H]2O	x	x	x	x	x	4%	x	x	x	x	x	-3	18	-3%	-1.7	1145	-0.17	1530
O=C(NCC(=O)N(Cc1ccccc1)C(C(=O)NC1CCCC1)c1ccncc1)c1ccco1 (stereo unspecified)	-0.72	-0.2	-0.52	-0.099	i	-28%	i	3	2.9	2.0	6.2	-13	8	-26%	-1.8	548	x	x

A second format for 3 compounds above:
> COC(=O)c1sccc1NC(=O)CN(C)NS(=O)(=O)c1ccc(Cl)cc1
  Dynein transport: -0.57; Dynein transport cytoplasmic EGFP: -0.14; Dynein transport nuclear GR-EGFP: -0.47; Dynein transport cell count: -1.5; Yfh1-off respiration: i; human PMI inhibition: 8%; Autophagy mod: i; Autophagy mod cell loss 18 h: -25; MT stabilizer: 2.6; MT stabilizer Hoechst-high %: 1.7; MT stabilizer cytotoxicity %: 5.3; WT yeast gro inh: -10; WT yeast gro inh mutant strain: -17; PMI inhibition: 10%; bCat nuc transl: x; bCat nuc transl cell count 5 µM: x; Ins promoter up: x; Ins promoter up cell count: x
> Cc1ccc(S(=O)(=O)Nc2cc(=O)[nH]c(SCc3ccccc3Cl)n2)cc1
  Dynein transport: -0.41; Dynein transport cytoplasmic EGFP: -0.14; Dynein transport nuclear GR-EGFP: -0.61; Dynein transport cell count: 0.73; Yfh1-off respiration: i; human PMI inhibition: 18%; Autophagy mod: i; Autophagy mod cell loss 18 h: 3; MT stabilizer: 2.3; MT stabilizer Hoechst-high %: 2.9; MT stabilizer cytotoxicity %: 5.2; WT yeast gro inh: -5; WT yeast gro inh mutant strain: -17; PMI inhibition: 6%; bCat nuc transl: -0.7; bCat nuc transl cell count 5 µM: 982; Ins promoter up: x; Ins promoter up cell count: x
> CCCCOc1ccc(-c2nc(SCC(N)=O)n[nH]2)cc1
  Dynein transport: 0.84; Dynein transport cytoplasmic EGFP: -0.27; Dynein transport nuclear GR-EGFP: 0.51; Dynein transport cell count: -0.43; Yfh1-off respiration: i; human PMI inhibition: 3%; Autophagy mod: i; Autophagy mod cell loss 18 h: 2; MT stabilizer: 4.5; MT stabilizer Hoechst-high %: 1.7; MT stabilizer cytotoxicity %: 13; WT yeast gro inh: -7; WT yeast gro inh mutant strain: 3; PMI inhibition: 0%; bCat nuc transl: -2.7; bCat nuc transl cell count 5 µM: 1446; Ins promoter up: -0.22; Ins promoter up cell count: 1313

Random excerpt: 3 entries already listed, in no set order.
SMILES	Dynein transport	Dynein transport cytoplasmic EGFP	Dynein transport nuclear GR-EGFP	Dynein transport cell count	Yfh1-off respiration	human PMI inhibition	Autophagy mod	Autophagy mod cell loss 18 h	MT stabilizer	MT stabilizer Hoechst-high %	MT stabilizer cytotoxicity %	WT yeast gro inh	WT yeast gro inh mutant strain	PMI inhibition	bCat nuc transl	bCat nuc transl cell count 5 µM	Ins promoter up	Ins promoter up cell count
Cc1ccc(NCc2nnc(SCC(=O)c3ccc4c(c3)OCCO4)o2)c(C)c1	2.4	-0.2	0.62	-1	i	-3%	i	-7	1.8	1.2	1.1	2	-21	-6%	-4.6	1250	0.43	1163
O=C(NCC(=O)N(Cc1ccccc1)C(C(=O)NC1CCCC1)c1ccncc1)c1ccco1 (stereo unspecified)	-0.72	-0.2	-0.52	-0.099	i	-28%	i	3	2.9	2.0	6.2	-13	8	-26%	-1.8	548	x	x
O=C(O)C1=C[C@H](c2cccs2)C[C@H](OCc2ccc(CO)cc2)O1	0.27	-0.74	0.2	-0.45	i	x	x	x	x	x	x	x	x	x	0.9	1195	-0.16	893

High-throughput results as filed in PubChem BioAssay.

Rows are unselected; about 5% have a hit in one of these screens.
